RORgamma inh: blocks mouse ROR gamma transcriptional activity | P51450 | Drosophila S2 Gal4-RORgamma UAS-luciferase reporter, 20 h | Potency, µM (titrated, usually from 53.6 µM), for inactives: at the top dose activity change, negative = inhibition, most hits filed as inhibitors | hit rate 5.4% among 310,000; further: potency means the concentration at half of the fitted maximal effect; on the % scale 0 is the no-effect control and ±100 the full control effect; nearly all actives have a fitted effect of over 60% in size
Target sequence (P51450 whole entry, looked up, the tested form may be a part): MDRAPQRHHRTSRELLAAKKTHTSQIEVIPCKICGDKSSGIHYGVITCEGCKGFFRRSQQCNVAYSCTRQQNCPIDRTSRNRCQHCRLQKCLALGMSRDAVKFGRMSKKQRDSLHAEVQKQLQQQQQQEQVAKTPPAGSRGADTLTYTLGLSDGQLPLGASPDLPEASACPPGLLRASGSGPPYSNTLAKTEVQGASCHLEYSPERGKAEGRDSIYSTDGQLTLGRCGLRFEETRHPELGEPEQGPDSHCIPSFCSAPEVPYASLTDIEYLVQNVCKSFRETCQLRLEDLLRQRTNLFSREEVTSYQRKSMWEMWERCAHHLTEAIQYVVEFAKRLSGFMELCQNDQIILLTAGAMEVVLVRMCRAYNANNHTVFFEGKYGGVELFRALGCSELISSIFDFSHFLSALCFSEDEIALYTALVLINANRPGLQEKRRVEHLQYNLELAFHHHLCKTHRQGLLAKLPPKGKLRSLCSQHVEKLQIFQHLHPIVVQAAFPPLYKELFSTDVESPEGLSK
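Schneider cells (Drosophila), stable Gal4 DBD–ROR gamma + UAS-luc; 1 hr cmpd preincubation; Cu2+ induction 700 uM final; 20 hr ambient; luminescence.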
VP16 counter: Gal4-VP16 reporter inhibition counter-screen; Drosophila S2 Gal4-VP16 UAS-luciferase, luminescence, 20 h; Potency, µM (series often up to 53.6 µM), inactives show at the top dose activity, negative = inhibition, usual class: inhibitors; hit rate 3.5% among 310,000; AID 2546;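 further: Gal4-VP16 expression switched on by copper sulfate through the metallothionein promoter; potency means the concentration at half of the fitted maximal effect; on the % scale 0 is the no-effect control and ±100 the full control effect; nearly all actives have a fitted effect of over 50% in size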
NPC1 promoter act: activates the NPC1 promoter; Huh7 NPC1 promoter luciferase reporter, 24 h; AID 485313; Potency, µM (series often up to 9.22 µM), without a hit: top-dose activation, hits mostly activators; hit rate 2.4% among 320,000;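 further: potency means the concentration at half of the fitted maximal effect; % of control where 0% means no effect; nearly all actives have a fitted effect of over 60% in size; reporter is driven by a mutant NPC1 promoter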
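NPC1 promoter–luciferase Huh7 cells; 24 h compound; luminescence.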
p53 reactivator: restores transcriptional activity of mutant p53 | Potency, µM (top dose mostly 92.2 µM), without a hit: top-dose activity change, positive = activation, actives largely listed as activators | H1299 p53-A138V BP100-luciferase reporter, luminescence, 24 h | hit rate 0.063% among 320,000 | AID 504706; further: potency means the concentration at half of the fitted maximal effect; % of control where 0% means no effect; nearly all actives have a fitted effect of over 45% in size
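p53-null H1299 cells stably carrying temperature-sensitive p53-A138V and a BP100-luciferase reporter were pinned with compounds (4-point, 1:5 series) and held 24 hrs at 37 deg C. Luminescence was read 10 min after detection reagent.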
ELG1 genotoxic: induces genotoxicity in HEK293T cells with luciferase-tagged ELG1. HEK293T ELG1-luciferase reporter, luminescence, 16 h. hit rate 1.3% among 330,000. AID 504466. Potency, µM (series often up to 46 µM), for inactives: at the top dose activity change, positive = activation, actives largely listed as activators; further: potency means the concentration at half of the fitted maximal effect; % of control where 0% means no effect; nearly all actives have a fitted effect of over 60% in size
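HEK293T cells expressing luciferase-tagged ELG1 were exposed to compound or DMSO vehicle for 16 hr at 37 °C and 5% CO2. Luciferase activity was then measured with ONE-Glo after 30 min at room temperature.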
TRPV1 ag: human TRPV1 agonism; TRPV1-expressing cells, Fluo-8 calcium influx, agonist mode; AID 540275; activation, % at 8.33 µM; Q8NER1; hit rate 0.19% among 320,000; in the data active means activation above about 80%; inconclusive means between about 30% and that limit; further: 0% is about no effect
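TRPV1-expressing cells were cultured overnight at 35.5C and loaded with Fluo-8 calcium dye for 40 to 90 min at room temperature. After a 10 s baseline, compound was added and calcium influx was read kinetically for 3 min (ex 480/em 520 nm).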
Rab9 prom act: activators of Rab9 promoter; hit rate 2.8% among 320,000; AID 485297; Potency, µM (top dose mostly 9.22 µM), inactives show at the highest dose activation, negative = inhibition, hits mostly activators; Huh7 Rab9 promoter-luciferase reporter, luminescence, 24 h; further: potency means the concentration at half of the fitted maximal effect; % of control where 0% means no effect; nearly all actives have a fitted effect of over 60% in size
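Luminescence read-out: Huh7 cells stably expressing Rab9-luciferase, treated 24 h with compound at 37 °C, then lysed with luciferase reagent for 10 min at ambient before reading.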
BRCA1 expr up: increases BRCA1 expression; MCF7-BRCA1-FFLuc reporter, luminescence, 48 h; response scale: scaled: vehicle 0%, 10 µM genistein 100%; Potency, µM (titrated, usually from 46.1 µM), for inactives: top-dose activation, usual class: activators; hit rate 1.1% among 380,000; further: potency means the concentration at half of the fitted maximal effect; nearly all actives have a fitted effect of over 80% in size; some results filed as inactive show a strong effect at the top dose
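Using MCF7 cells harboring a BRCA1 firefly luciferase reporter, plated 2 h before compound pinning, the screen measured luminescence after 48 h incubation. Responses were normalized to DMSO and 10 microM genistein, then fitted for concentration-effect.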
FLuc modulator: counter-screen for miR-21 project: firefly luciferase inhibitors or activators. purified FLuc, Km substrates, luminescence inhibition. Potency, µM (highest dose often 57.5 µM), for inactives: top-dose activity change, negative = inhibition, most hits filed as inhibitors. hit rate 6.9% among 360,000. AID 588342;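 further: potency means the concentration at half of the fitted maximal effect; plate controls were vehicle for no effect and reference inhibitor for full effect; nearly all actives have a fitted effect of over 55% in size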
Target sequence (P08659 whole entry, looked up): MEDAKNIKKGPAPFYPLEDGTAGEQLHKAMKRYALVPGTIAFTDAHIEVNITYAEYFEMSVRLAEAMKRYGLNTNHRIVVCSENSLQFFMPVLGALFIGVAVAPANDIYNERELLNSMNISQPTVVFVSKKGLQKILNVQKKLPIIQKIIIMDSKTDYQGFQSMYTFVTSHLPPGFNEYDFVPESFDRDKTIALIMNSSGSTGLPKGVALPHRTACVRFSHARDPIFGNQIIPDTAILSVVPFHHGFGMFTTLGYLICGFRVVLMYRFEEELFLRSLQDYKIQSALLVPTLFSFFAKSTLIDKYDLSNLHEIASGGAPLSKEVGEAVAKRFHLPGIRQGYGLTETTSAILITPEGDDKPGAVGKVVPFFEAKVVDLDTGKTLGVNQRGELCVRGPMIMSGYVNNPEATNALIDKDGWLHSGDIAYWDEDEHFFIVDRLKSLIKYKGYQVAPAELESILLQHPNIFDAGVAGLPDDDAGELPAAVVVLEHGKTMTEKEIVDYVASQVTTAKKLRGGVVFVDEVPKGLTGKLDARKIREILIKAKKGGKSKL
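Purified P. pyralis luciferase, 10 nM final, with Km-level 10 uM D-luciferin and 10 uM ATP in 50 mM Tris acetate pH 7.5, 10 mM Mg acetate, 0.01% Tween-20, 0.05% BSA; 6-point qHTS titration about 60 µM downward; luminescence read.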
Tb PFK block: blocks T. brucei phosphofructokinase | O15648 | T. brucei PFK, ADP-Glo luminescence | Potency, µM (doses to about 57.5 µM), inactives show at the top dose activity, negative = inhibition, actives largely listed as inhibitors | hit rate 0.17% among 330,000;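 further: potency means the concentration at half of the fitted maximal effect; 0% = uninhibited 1x PFK enzyme wells and -100% = no-enzyme wells; nearly all actives have a fitted effect of over 60% in size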
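Luminescent ADP detection (ADP-Glo, two-step: ATP depletion then ADP-to-ATP conversion for luciferase) reported PFK activity after 45 min room-temperature reaction of 1.25 nM enzyme with 0.5 mM F6P and 0.1 mM ATP at pH 8.0.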
ELG1 DNA repair: ELG1-dependent DNA repair inhibition; HEK293T ELG1-luciferase reporter, luminescence, 16 h; DNA damage induced by 5-fluorouridine; Potency, µM (top dose mostly 46.1 µM), inactives show at the top dose activity change, negative = inhibition, actives largely listed as inhibitors; hit rate 2.3% among 330,000; AID 504467; further: potency means the concentration at half of the fitted maximal effect; on the % scale 0 is the no-effect control and ±100 the full control effect; nearly all actives have a fitted effect of over 55% in size
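HEK293T cells expressing luciferase-tagged ELG1 (2,000/well) received 5-Fluorouridine plus compound or DMSO for 16 hr at 37 °C. Luciferase was read by ONE-Glo luminescence after 30 min at room temperature.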
* marks the source's active call; other numbers are inactive results; ? = inconclusive; · = no result given; [ ] = dose if it differs, or a comment. Unless noted, the call rests on the fitted dose curve; in most records, active means well fitted curve in the direction sought with a large enough effect; inconclusive means small, poorly fitted or top-dose-only effect, or another doubt; inactive means no such curve, though single readings can be large; an effect the other way counts as inactive or inconclusive.

Second line of a record: RORgamma inh	VP16 counter	NPC1 promoter act	p53 reactivator	ELG1 genotoxic	TRPV1 ag	Rab9 prom act	BRCA1 expr up	FLuc modulator	Tb PFK block	ELG1 DNA repair
CC(C(=O)O)N1c2cccc3cccc(c23)S1(=O)=O (centres undefined)
  -34%	-12%	6%	-17%	0%	-3	10%	9%	-5%	-21%	4%
O=C(COc1ccc2c(c1)oc(=O)c1ccccc12)NCCCN1CCOCC1
  -2%	-5%	-5%	3%	0%[9.26 µM]	4	-4%	-23%	-5%	0%	?
CC(C)c1nc(NCCN2CCOCC2)c(C#N)c2c1COC(C)(C)C2
  21%	11%	1%	-8%	-3%	2	-11%	-12%	10%	-3%	?
CCN(C(=O)c1cc([N+](=O)[O-])ccc1NCc1cccnc1)c1ccccc1
  11%[1.91 µM]	-8%	-7%	·	-3%	3	-3%	-12%	5%	-1%	2%
COc1cc(/C=C2\SC(=S)N(NS(=O)(=O)c3ccc(C)cc3)C2=O)ccc1O
  -20%	3%	-3%	-6%	0%	15	-10%	7%	21µM*	6%	13%
CN(C(=O)c1ccncc1)c1nnc(-c2ccccn2)s1
  ?	0%	23%	?	?	2	?	?	17µM*	-3%	?
CC1CN(C(=O)c2cccc(S(=O)(=O)Nc3ccccc3Cl)c2)CC(C)O1 (centres undefined)
  -14%	3%	1%	1%	-8%	3	4%	-14%	4%	1%	-3%
CCOc1ccc(NC(=S)Nc2cc(C)[nH]n2)cc1
  3.2µM*	7.1µM*	27%	5%	?	0	13%	-31%	?	0%	0%
CC1=C(C(N)=O)C(c2cccs2)n2nc(-c3cccc(Cl)c3)nc2N1 (centres undefined)
  ?	-8%	1%	1%	0%	0	-1%	-37%	-20%	-1%	-6%
CCN(C(=O)c1sc(N)c(C#N)c1C)C1CCCCC1
  21%	-1%	-1%	-1%	-2%	0	3%	-1%	1%	0%	-6%
Cc1cnc(C(=O)OCC(=O)NCCc2ccccc2)cn1
  15%	2%	-8%	2%	-1%	1	-3%	5%	0%	-5%	1%
Cc1cc(C)cc(NC(=O)CSc2nc3ccccc3nc2N2CCCCC2)c1
  ?	2%	-2%	12%	-1%	5	0%	-14%	-1%	-7%	-3%
O=C(CNC(=O)c1ccccc1)NCCO
  -9%	1%	-3%	-2%	-1%	-1	-3%	0%	-1%	-4%	0%
CN(C(=O)c1cccc(NC(=O)Cc2ccc([N+](=O)[O-])cc2)c1)C1CCC1
  ·	·	·	-5%	-2%	·	·	-29%	·	-4%	?
Cn1c(=O)[nH]c(=O)c2c1nc(NCc1ccccc1)n2CC(O)c1ccccc1 (centres undefined)
  0%	-9%	3%	-6%	3%	3	-3%	-8%	1%	-2%	-3%
COC(=O)CNC(=O)COC(=O)C(Cc1ccccc1)NC(=O)c1ccco1 (centres undefined)
  -18%	5%	5%	4%	3%	7	-5%	-6%	-2%	2%	5%
CC1(C)OC(c2ccccc2)=C/C(=C/C=Nc2ccccc2)O1
  -11%	31%	1%	5%	-6%	2	-6%	-37%	-22%	2%	?
COCC(=O)NNS(=O)(=O)c1ccccc1[N+](=O)[O-]
  -15%[10 µM]	-10%	0%	1%	-1%	-2	1%	-1%	3%	-10%	13%
N#CCSc1nnc(COc2ccc3ccccc3c2)o1
  26%	3%	10%	?	-2%	1	6%	6%	?	0%	?
Cc1cc(C)cc(NC(=O)c2ccc(NC3=NC4CS(=O)(=O)CC4S3)cc2)c1 (centres undefined)
  1%	-1%	-2%	·	9%	1	1%	0%	1%	3%	1%
O=C(COC(=O)CCC(=O)c1cccs1)Nc1ccccc1C(F)(F)F
  ·	·	·	-2%	-4%	·	·	-4%	·	22%	2%
Cc1ccc(C(=O)NCCN2CCN(C(=O)c3ccc(C)c(C)c3)CC2)cc1C
  ·	·	0%	·	-2%	-3	-3%	-13%	-2%	2%	-18%
CCN(C(=O)COC(=O)CNC(=O)c1ccc(C)cc1)c1c(N)n(Cc2ccccc2)c(=O)[nH]c1=O
  ·	·	-1%	-4%	0%	2	-5%	7%	0%	-8%	13%
N#Cc1cnc(SCC(=O)c2ccccc2)nc1N
  10%[0.365 µM]	·	3%	?	16%	7	-3%	33%	-17%	-14%	-3%
COc1cccc(-c2nc(-c3ccccc3)[nH]c(=O)c2C#N)c1
  ?	0%	-1%	-3%	-12%	-3	-1%	-12%	?	1%	-14%
CC(=O)c1nn(-c2ccccc2)cc1C(=O)c1ccc(Br)cc1
  -17%	-14%	1%	-9%	1%	17	-4%	-30%	0%	0%	3%
CN1/C(=C/C(=S)NC(=O)C2CCC2)C(C)(C)c2ccccc21
  6.3µM*	13µM*	-20%	-1%	-8%	?	4%	-3%	-11%	-4%	?
O=C(COc1ccc(S(=O)(=O)N2CCOCC2)cc1)NCc1ccccn1
  2%	-3%	1%	-2%	5%	1	0%	-8%	2%	2%	22%
COC(=O)C1=C(C)N(c2ccc(Br)cc2)C(=O)/C1=C\c1ccco1
  -86%	?	0%	4%	2%	-4	-3%	-53%	-2%	1%	-16%
COc1cccc2sc(Nc3nc4ccc(NC(C)=O)cc4s3)nc12
  14%	-12%	7%	?	-13%	5	0%	-13%	?	19%	?

Another view of part of the listing above:
SMILES	RORgamma inh	VP16 counter	NPC1 promoter act	p53 reactivator	ELG1 genotoxic	TRPV1 ag	Rab9 prom act	BRCA1 expr up	FLuc modulator	Tb PFK block	ELG1 DNA repair
COC(=O)CNC(=O)COC(=O)C(Cc1ccccc1)NC(=O)c1ccco1 (centres undefined)	-18%	5%	5%	4%	3%	7	-5%	-6%	-2%	2%	5%
CC1(C)OC(c2ccccc2)=C/C(=C/C=Nc2ccccc2)O1	-11%	31%	1%	5%	-6%	2	-6%	-37%	-22%	2%	?
COCC(=O)NNS(=O)(=O)c1ccccc1[N+](=O)[O-]	-15%[10 µM]	-10%	0%	1%	-1%	-2	1%	-1%	3%	-10%	13%
N#CCSc1nnc(COc2ccc3ccccc3c2)o1	26%	3%	10%	?	-2%	1	6%	6%	?	0%	?
Cc1cc(C)cc(NC(=O)c2ccc(NC3=NC4CS(=O)(=O)CC4S3)cc2)c1 (centres undefined)	1%	-1%	-2%	·	9%	1	1%	0%	1%	3%	1%
O=C(COC(=O)CCC(=O)c1cccs1)Nc1ccccc1C(F)(F)F	·	·	·	-2%	-4%	·	·	-4%	·	22%	2%
Cc1ccc(C(=O)NCCN2CCN(C(=O)c3ccc(C)c(C)c3)CC2)cc1C	·	·	0%	·	-2%	-3	-3%	-13%	-2%	2%	-18%
CCN(C(=O)COC(=O)CNC(=O)c1ccc(C)cc1)c1c(N)n(Cc2ccccc2)c(=O)[nH]c1=O	·	·	-1%	-4%	0%	2	-5%	7%	0%	-8%	13%

Next section:
Second line of a record: RORgamma inh	VP16 counter	NPC1 promoter act	p53 reactivator	ELG1 genotoxic	TRPV1 ag	Rab9 prom act	BRCA1 expr up	FLuc modulator	Tb PFK block	ELG1 DNA repair
COc1ccc(-c2cn[nH]c2N)c(OC)c1
  11%[0.365 µM]	·	3%	-14%	-34%[inhibitor]	1	-8%	-4%	-3%	2%	?
COc1ccc(C)cc1NC(=O)C1CCC(CNc2c(N3CCOCC3)c(=O)c2=O)CC1 (centres undefined)
  -32%	0%	-1%	-1%	-1%	-1	-7%	-6%	1%	-8%	?
COc1cccc(CN(C(=O)c2cccc(OC)c2)C2CCS(=O)(=O)C2)c1 (centres undefined)
  -9%	2%	0%	-2%	2%	-3	-1%	13%	0%	1%	22%
Cc1ccc(S(=O)(=O)CC(=O)NC2CC2)cc1
  0%	1%	0%	1%	1%	0	-6%	2%	4%	1%	14%
Cc1cc(N/N=C/c2ccccc2)nc(NCc2ccccc2)n1
  4%	?	-2%	0%	0%	-6	3%	-45%	6µM*	-1%	?
COc1cc(N2C(=O)C=CC2=O)c(OC)cc1Cl
  5.6µM*	4.5µM*	-12%	-15%	-7%	-1	-36%[inhibitor]	-39%	?	-15%	-13%

High-throughput results from PubChem BioAssay.
